proCasp3 act: procaspase-3 (human) activation; activation, % at 8.5 µM; P42574; recombinant procaspase-3 D3A, Ac-DEVD-pNA absorbance 405 nm; hit rate 0.11% among 330,000;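 active means activation above the mean of all tested compounds plus 3 SD, cut at about 21% in these data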;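 further: 0% = DMSO alone and 100% = DMSO wells spiked with extra 5 µM PC-3 D3A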
Target sequence (P42574 whole entry D9A/D28A/D175A): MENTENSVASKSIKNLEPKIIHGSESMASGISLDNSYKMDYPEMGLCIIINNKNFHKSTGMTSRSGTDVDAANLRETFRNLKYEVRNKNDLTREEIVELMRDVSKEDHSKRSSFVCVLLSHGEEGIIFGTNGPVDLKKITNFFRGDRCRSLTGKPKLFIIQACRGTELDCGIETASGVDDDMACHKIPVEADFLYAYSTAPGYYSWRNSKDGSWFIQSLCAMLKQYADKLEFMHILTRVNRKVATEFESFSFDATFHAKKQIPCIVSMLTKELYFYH
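Assay system: Autoprocessing-dead procaspase-3 D3A mutant enzyme; also added: Ac-DEVD-pNA; doses: one concentration, 8.5 µM nominal, 0.8% DMSO; times: 1 h compound preincubation, 2 h substrate hydrolysis at 25 °C; technique: 405 nm absorbance of p-nitroaniline, reads at 0 and 120 min; measure: % activation between DMSO and enzyme-spiked controls; repeats: single replicate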
PP1 counter: PP1-alpha (human) inhibition in PP5 counter-screen | inhibition, % at 6.7 µM | P62136 | purified PP1alpha, OMFP fluorescence | hit rate 0.9% among 320,000 | AID 2235;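 active means inhibition above the mean inhibition of all tested compounds plus 3 SD, computed separately for each screening campaign, cut at about 15% in these data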
Target sequence (P62136 whole entry, looked up): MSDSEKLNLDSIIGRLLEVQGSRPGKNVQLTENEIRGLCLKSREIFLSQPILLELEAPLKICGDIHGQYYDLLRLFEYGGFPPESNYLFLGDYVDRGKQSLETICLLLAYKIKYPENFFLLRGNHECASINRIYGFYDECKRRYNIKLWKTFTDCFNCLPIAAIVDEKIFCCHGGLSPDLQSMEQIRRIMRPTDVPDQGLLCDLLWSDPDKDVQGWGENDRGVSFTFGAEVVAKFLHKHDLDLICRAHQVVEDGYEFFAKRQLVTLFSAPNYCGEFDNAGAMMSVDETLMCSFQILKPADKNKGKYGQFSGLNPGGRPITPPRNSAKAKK
TPT1 inhibitor: inhibitors of Candida albicans tRNA 2'-phosphotransferase TPT1; recombinant caTPT1, FP RNA substrate dephosphorylation; inhibition, % at 5 µM; AID 1962; hit rate 0.81% among 300,000;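 active means inhibition above the mean of all tested compounds plus 3 SD, set per screening campaign, cut at about 24% in these data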;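 further: plate controls were DMSO alone for no effect and ferristatin control at 100 nM for full effect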
AHR act: activators of human aryl hydrocarbon receptor | P35869 | AHR-responsive luciferase reporter cells, luminescence | activation, % at 5 µM | hit rate 2.5% among 320,000 | AID 2796; in the data active means activation above about 47%;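 further: 0% = vehicle wells and 100% = reference agonist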
PAFAH2 inh: inhibitors of human PAFAH2; Q99487; recombinant PAFAH2, FP-rhodamine activity probe, fluorescence polarization; inhibition, % at 3.39 µM; hit rate 0.99% among 340,000; AID 492956;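 active means inhibition above the mean over all tested compounds plus 3 SD, cut at about 30% in these data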;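 further: inhibitors block probe labeling of enzyme so polarization drops; 0% = enzyme with DMSO and 100% = wells lacking PAFAH2 protein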
HCV core dimer: blocks dimerization of HCV core protein; TR-FRET GST/Flag-core106 dimerization, 1536-well; inhibition, % at 5 µM; hit rate 0.33% among 300,000;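 active means inhibition above the mean of all tested compounds plus 3 SD, set per screening campaign, cut at about 45% in these data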
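System – GST-tagged and Flag-tagged HCV core protein residues 1-106 · Repeats – one well for each compound · Technique – TR-FRET 671 and 617 nm emission · Doses – one concentration, 5 µM, in 0.5% DMSO · Times – 4 h, 22.5 °C incubation · Also added – Eu donor and XL665 acceptor anti-tag antibodies · Measure – percent inhibition of core106 dimerization signal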
PP5 inh: inhibitors of human protein phosphatase 5 (PP5); purified PP5c, OMFP substrate fluorescence; P53041; inhibition, % at 6.7 µM; hit rate 0.18% among 320,000; AID 1987;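 active means inhibition above the campaign's mean inhibition across all tested compounds plus 3 SD, cut at about 9.5% in these data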;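 further: 0% = DMSO only and 100% = 100 µM cantharidin control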
Target sequence (P53041 whole entry, looked up): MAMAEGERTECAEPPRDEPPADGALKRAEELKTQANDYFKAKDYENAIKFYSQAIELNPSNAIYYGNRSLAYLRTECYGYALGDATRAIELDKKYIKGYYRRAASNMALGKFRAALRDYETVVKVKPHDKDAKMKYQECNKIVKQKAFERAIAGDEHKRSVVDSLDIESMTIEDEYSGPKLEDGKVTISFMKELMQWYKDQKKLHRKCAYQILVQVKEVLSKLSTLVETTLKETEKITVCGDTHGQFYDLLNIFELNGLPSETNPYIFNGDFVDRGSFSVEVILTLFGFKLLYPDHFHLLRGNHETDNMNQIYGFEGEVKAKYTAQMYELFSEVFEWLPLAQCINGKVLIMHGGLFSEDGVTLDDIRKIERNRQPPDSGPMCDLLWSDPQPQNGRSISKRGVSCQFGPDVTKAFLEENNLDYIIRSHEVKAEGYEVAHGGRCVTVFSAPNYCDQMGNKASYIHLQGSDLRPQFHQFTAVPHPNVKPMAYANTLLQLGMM
CTSL1 counter: counter-screen for PFM18AAP inhibitors: inhibitors of F. hepatica cathepsin L1 | AID 1906 | hit rate 0.49% among 300,000 | recombinant F. hepatica cathepsin L1, Z-Leu-Arg-MCA fluorescence | inhibition, % at 5.96 µM;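 active means inhibition above the mean of all tested compounds plus 3 SD, set per screening campaign, cut at about 17% in these data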;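 further: 0% = plate median of test compound wells and 100% = 1 µM Z-Phe-Ala-diazomethylketone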
proCasp7 act: activates human procaspase-7, counter-screen for procaspase-3 activators | hit rate 0.093% among 330,000 | recombinant procaspase-7, Ac-DEVD-pNA absorbance 405 nm; D23A/D198A/D206A triple mutant, cannot self-cleave; scale: DMSO 0, 5 µM enzyme 100 | activation, % at 8.5 µM;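 active means percent activation above the screen-wide mean plus 3 SD, cut at about 25% in these data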
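Detection: p-Nitroaniline absorbance at 405 nm, read at 0 and 120 min; system: Uncleavable procaspase-7 mutant enzyme; evaluation: % activation from two-timepoint absorbance difference, scaled to controls; times: 1 h enzyme–compound preincubation and 2 h substrate reaction, both 25 °C; buffer or medium: Zinc-free HEPES pH 7.4 with 300 mM NaCl, 0.01% Triton X-100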
Starred values were filed as active, the others as inactive; . = not tested or not shown.

SMILES	proCasp3 act	PP1 counter	TPT1 inhibitor	AHR act	PAFAH2 inh	HCV core dimer	PP5 inh	CTSL1 counter	proCasp7 act
CN(C)c1ccc(/C=C/C#N)cc1	-11	2	5	0	0	-4	0.3	1	-5
CC(C)(C)c1cc(CNC2CS(=O)(=O)C[C@@H]2O)cc(C(C)(C)C)c1O (stereo partly drawn)	-6	-3	-3	2	-6	-4	3.4	0	5
CCc1ccc2nc(NC(=O)c3cc(C)on3)sc2c1	-4	-1	-4	18	-3	7	-2.3	4	2
O=C(Nc1ccc(F)cc1)c1sccc1SCc1cccc(C(F)(F)F)c1	1	5	-3	22	-3	-3	2.6	0	1
CCOC(=O)c1[nH]c(C)c(C(=O)OCC(=O)N(Cc2ccccc2)C(C)C)c1C	4	-1	.	0	-3	.	-2.5	.	10
COC(=O)CSc1nc2c(c(-c3ccc(C)o3)c1C#N)CCCC2	3	1	0	-2	-9	8	2.5	3	-3
Cc1ccc(Oc2nnc(-c3cccs3)c3ccccc23)cc1C	1	-1	0	2	3	5	2.3	1	9
Cc1cc(C)c(S(=O)(=O)Nc2ccc(O)cc2)cc1C	1	-1	2	0	-2	2	3.4	-2	-15
COCC(=O)Nc1ccc2nc3n(c(=O)c2c1)CCCCC3	-1	-4	-5	5	3	0	1.0	-2	9
O=C(Nc1ccccc1)c1ccc(NCCc2ccccc2)c([N+](=O)[O-])c1	-6	2	45*	50*	-8	17	0.8	3	-1
Cc1ccc(C(=O)N/C(=C\c2cccs2)C(=O)NCCCn2ccnc2)cc1C	-5	2	0	6	-4	-4	2.4	2	6
O=C(NCCN1CCCCC1)c1cc(COc2c(F)cccc2F)on1	1	3	2	1	9	1	-0.3	-7	7
CCOc1ccc2nc(NC(=O)CSc3nc4cccnc4n3C)sc2c1	5	0	0	8	4	-1	-1.0	-2	11
Cc1cccc(Oc2sc(C(=O)c3ccccc3)c(N)c2C#N)c1C	-2	2	-4	2	-7	-6	6.1	7	-15
Cc1cccc(/C(N)=N/OC(=O)C23CC4CC(CC(C4)C2)C3)c1	-1	1	-4	9	-1	-4	3.6	-2	14
COc1ccc(-c2cc(C(=O)Nc3sc4c(c3C#N)CCCC4)c3ccccc3n2)cc1	6	-1	3	3	-9	9	-0.5	3	-4
O=C(O)/C=C/C(=O)NCCCc1ccccc1	-3	-4	3	1	4	0	1.8	2	8
Cc1ccc(C)c(Oc2coc3cc(OC(=O)c4cccs4)ccc3c2=O)c1	-7	6	-1	-1	-5	14	0.9	2	4
Cc1ccc(C23CC4CC(CC(NC(=O)N5CCN(C)CC5)(C4)C2)C3)cc1	-45	-3	-3	-1	0	-7	3.5	1	5
CCOc1ccccc1CNC(=O)c1cc2oc3ccccc3c2n1CC	0	4	-3	2	-9	-4	4.2	-2	-3
Cn1c(NC(=O)c2ccccc2F)cc(=O)n(C)c1=O	1	-2	0	-1	0	-4	1.0	1	1
CNc1nnc(-c2ccc(N(C)C)cc2)s1	-4	1	-2	-6	6	-16	1.2	-4	-7
CN1CCc2c(c3c(n2C)CCN(C)C3c2ccc(F)cc2)C1c1ccc(F)cc1 (stereo not drawn)	5	1	-7	0	-2	-4	4.5	-2	-7
COc1ccc(C(=O)CSc2n[nH]c(-c3ccncc3)n2)cc1[N+](=O)[O-]	5	-4	-1	27	-2	-6	1.1	-1	2
O=C(CSCc1c(Cl)cccc1Cl)NN=C1CCCC1	7	-1	4	5	2	3	0.9	2	2
CCS(=O)(=O)N1CCCC(C(=O)NC2CCCCC2C)C1 (stereo not drawn)	7	0	5	-2	5	-5	0.8	1	1
O=C(Cc1ccccc1)NCc1cccnc1	9	-2	-3	-1	-1	-8	1.4	0	-1
CCc1sc(NS(C)(=O)=O)nc1-c1ccccc1	3	-1	2	3	-8	-1	3.0	-2	0
COc1ccc(C2CC(=O)c3cnc(N4CCc5ccccc54)nc3C2)c(OC)c1 (stereo not drawn)	7	2	2	1	.	-1	-3.4	-3	4
CC(C)c1ccc(C2C(C#N)=C(N)N3C(=C2C#N)Sc2ccccc23)cc1 (stereo not drawn)	-2	-2	24	17	.	-15	-1.4	0	-3
CC1(C)CC(=S)Nc2ccccc2S1	-1	0	-3	2	-4	-6	-0.5	1	-8
CCOc1ccc(N(CC(=O)NC2CCCCC2)C(=O)CNC(=O)c2cccs2)cc1	9	0	-3	0	2	4	-0.4	1	13
CC(C)=C1C2CCC1C1C(=O)N(c3ccc(C)c(C)c3)C(=O)C21 (stereo not drawn)	2	0	-4	3	-4	-3	2.5	-4	1
CCCN(CC(=O)Nc1ccccc1C)C(=O)CCl	-2	0	-2	-1	2	2	-1.1	16	4
Cc1cccc(NC(=O)NNC(=O)c2cc(-c3ccccc3Cl)nc3ccccc23)c1	5	13	4	5	-16	-9	3.3	2	8
Cn1c(=O)c2c(nc(Oc3ccc(-c4ccccc4)cc3)n2C)n(C)c1=O	3	-2	2	3	0	2	-2.0	0	-2
CCC(=O)Nc1ccc(-c2nnc(SCc3ccc(C(=O)Nc4nccs4)cc3)n2CC)cc1	0	1	0	21	-2	7	1.8	1	-3
Nc1cc(N2CCCCCC2)c2nonc2c1[N+](=O)[O-]	-7	-6	4	-3	2	8	0.4	4	-9
Cc1ccc(-c2cnc(SCC(=O)N3CCCc4ccccc43)n2C)cc1	-16	5	3	4	5	11	1.7	-2	-4
O=C(NCc1ccco1)C(c1cccnc1)N(C(=O)Cn1nnc2ccccc21)c1ccc(F)cc1 (stereo not drawn)	-7	-1	-3	3	-7	-8	-0.6	0	-8

In a second layout: 4 of the compounds above
> CC1(C)CC(=S)Nc2ccccc2S1
  proCasp3 act = -1 | PP1 counter = 0 | TPT1 inhibitor = -3 | AHR act = 2 | PAFAH2 inh = -4 | HCV core dimer = -6 | PP5 inh = -0.5 | CTSL1 counter = 1 | proCasp7 act = -8
> COc1ccc(C(=O)CSc2n[nH]c(-c3ccncc3)n2)cc1[N+](=O)[O-]
  proCasp3 act = 5 | PP1 counter = -4 | TPT1 inhibitor = -1 | AHR act = 27 | PAFAH2 inh = -2 | HCV core dimer = -6 | PP5 inh = 1.1 | CTSL1 counter = -1 | proCasp7 act = 2
> CCS(=O)(=O)N1CCCC(C(=O)NC2CCCCC2C)C1 (stereo not drawn)
  proCasp3 act = 7 | PP1 counter = 0 | TPT1 inhibitor = 5 | AHR act = -2 | PAFAH2 inh = 5 | HCV core dimer = -5 | PP5 inh = 0.8 | CTSL1 counter = 1 | proCasp7 act = 1
> O=C(O)/C=C/C(=O)NCCCc1ccccc1
  proCasp3 act = -3 | PP1 counter = -4 | TPT1 inhibitor = 3 | AHR act = 1 | PAFAH2 inh = 4 | HCV core dimer = 0 | PP5 inh = 1.8 | CTSL1 counter = 2 | proCasp7 act = 8

Other records
SMILES	proCasp3 act	PP1 counter	TPT1 inhibitor	AHR act	PAFAH2 inh	HCV core dimer	PP5 inh	CTSL1 counter	proCasp7 act
COc1ccc(N=C2S/C(=C\c3ccc(C)s3)C(=O)N2CC(C)C)cc1	-1	1	-1	-2	-4	-5	-1.3	-1	-7
Cc1cc2c(cc1S(=O)(=O)N1CCN(c3ccccc3)CC1)OCC(=O)N2	5	2	0	1	8	-10	0.6	-1	5
Cc1ccc(CN(C(=O)c2ccc([N+](=O)[O-])cc2)C2CCS(=O)(=O)C2)o1 (stereo not drawn)	-2	-7	1	-1	0	0	1.0	3	7
COc1cc(OC)cc(C(=O)NCc2ccc3c(c2)OCO3)c1	3	1	-5	5	1	-11	3.7	-3	0
Cn1ncc(Cl)c1C(=O)Nc1ccc(CN2CCCCC2)cc1	0	0	-2	76*	6	-3	0.3	0	5
Cn1ccsc1=NC(=O)c1ccc(OC(F)(F)F)cc1	-4	4	-1	98*	1	1	2.8	-1	5
CCOC(=O)C1CCCN(CC(=O)N(C)c2c(N)n(Cc3ccccc3)c(=O)[nH]c2=O)C1 (stereo not drawn)	2	.	.	-1	-1	.	.	.	0
COc1ccc(/C=N/NC(=O)C(C)n2cnc3ccccc3c2=O)cc1OC (stereo not drawn)	-1	-2	5	17	-4	-8	1.8	0	-3
Cc1cc(N2C(=O)C(O)=C(C(=O)c3ccc(C)o3)C2c2ccc(OCc3ccccc3)cc2)no1 (stereo not drawn)	-6	27*	2	-3	9	38	0.8	0	-2
Cc1c(=O)n(OCc2ccccc2)c2ccccc2[n+]1[O-]	5	0	-6	177*	-5	2	1.9	-10	-14
CCCOC(=O)CCn1c(=S)oc2ccccc21	-1	-1	-2	-2	0	-6	-0.4	0	3
CC(=O)O[C@H]1C[C@@H]2CC[C@@H]3[C@H](CC[C@@]4(C)[C@H]3C[C@H]([N+]3(C)CCCCC3)[C@@H]4OC(C)=O)[C@@]2(C)C[C@@H]1[N+]1(C)CCCCC1	3	-1	0	-3	0	6	1.5	-1	2
Cc1ccc(C)c(S(=O)(=O)Nc2ccc(S(=O)(=O)Nc3ncccn3)cc2)c1	10	-1	.	-2	-2	.	-0.2	.	-6
CCOc1ccccc1NC(=O)C1CCCCN1S(=O)(=O)c1ccc(F)cc1 (stereo not drawn)	-2	-3	-2	2	-5	1	-0.8	-2	-2
Cc1ccc(/C=C2/SC(=O)N(CC(=O)N3CCOCC3)C2=O)s1	-1	4	10	4	4	-11	0.0	1	3
CCOc1ccccc1N1CCN(CC(=O)Nc2ncc(C)s2)CC1	-1	1	1	1	5	-1	-0.2	-1	13
COc1ccc(CC(=O)NCc2nnc(SCc3ccc([N+](=O)[O-])cc3)n2C)cc1	4	1	1	1	1	-1	2.9	-3	-2
Cc1ccc(C(CC(=O)O)Nc2nc(N3CCCCC3)nc(N3CCCCC3)n2)cc1 (stereo not drawn)	-2	5	-1	4	6	2	-7.7	-4	-1
Cc1ccccc1Cn1c(CN2CCN(C(=O)c3ccco3)CC2)nc2c1c(=O)n(C)c(=O)n2C	14	-3	-1	-2	-4	-3	-2.0	1	8
COc1cccc(-c2csc(N3CCN(C(=O)Nc4ccccc4Cl)CC3)n2)c1	2	-1	0	13	2	7	-1.7	-1	-4
CSc1ccc(/C=N/N2CCN(C)CC2)cc1	6	-1	-2	19	-6	-3	2.2	2	2
COc1ccc(OC)c(C2c3[nH]c4ccccc4c3C[C@H]3C(=O)N(C4CC4)CC(=O)N23)c1 (stereo partly drawn)	2	-2	0	8	4	1	1.8	1	-2
CC(=O)c1cc2c(=O)c3ccccc3oc2nc1C	-3	3	-6	1	-6	-1	0.7	5	4
Fc1cccc2sc(Nc3nc4cc5c(cc4s3)OCCO5)nc12	-100	0	0	60*	-6	-85	3.1	5	-130
CCn1cc(C(=O)NCCCOC(C)C)c(=O)c2cc(S(=O)(=O)N3CCOCC3)ccc21	0	-3	-3	0	1	-12	-0.9	3	3
COc1ccc(OC)c(S(=O)(=O)Nc2cc3c4c(c2)CCN4C(=O)CC3)c1	2	-4	-3	6	1	-1	0.5	-3	1
COc1ccc(C(=O)Nc2nnc(-c3ccco3)s2)cc1	7	7	2	-6	7	3	1.9	1	15

Assay outcomes as filed in PubChem.
